aSyn UTR inh: MLPCN primary screen, SNCA 5' untranslated region; alpha-synuclein 5'UTR reporter, inhibitor activity; inhibition, % (tested at 7.5 µM); actives 0.82% (n = 300,000); in the data active means inhibition above about 60%; inconclusive means no clear call, values can overlap the other calls;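 further: H4 neuroglioblastoma cells stably carrying SNCA 5'UTR luciferase fusion; 0% = DMSO wells and 100% = positive control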
HDAC3 inhib: HDAC3 deacetylase inhibitors, primary screen, biochemical, fluorescence, cell-free homogeneous | Histone deacetylase 3 (Homo sapiens), O15379 | recombinant HDAC3, fluorogenic peptide/trypsin coupled | inhibition, % at 8.3 µM | actives 0.15% (n = 320,000) | AID 2718, 2010; in the data active means inhibition above about 26%, passing the limit was not always enough; inconclusive means no clear call, values can overlap the other calls
Target sequence (O15379 whole entry, looked up): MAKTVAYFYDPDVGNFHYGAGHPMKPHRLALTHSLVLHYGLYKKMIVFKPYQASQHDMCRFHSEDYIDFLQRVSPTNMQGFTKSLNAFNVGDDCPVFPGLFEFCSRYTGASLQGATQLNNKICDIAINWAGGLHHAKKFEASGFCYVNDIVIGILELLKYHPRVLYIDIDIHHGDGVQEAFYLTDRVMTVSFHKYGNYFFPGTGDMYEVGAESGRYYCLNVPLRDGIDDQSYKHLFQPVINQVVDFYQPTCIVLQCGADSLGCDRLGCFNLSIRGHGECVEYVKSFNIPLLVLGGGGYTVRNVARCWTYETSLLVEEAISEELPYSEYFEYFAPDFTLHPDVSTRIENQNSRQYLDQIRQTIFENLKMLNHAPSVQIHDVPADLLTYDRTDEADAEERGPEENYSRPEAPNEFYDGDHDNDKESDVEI
HSF1 inhib: HSF1 inhibitors in luciferase reporter cells, primary screen, cell-based, NIH3T3, luminescence; actives 0.77% (n = 300,000); activity change, negative = inhibition, % at 7.5 µM (by protocol); NIH3T3-HGL HSE-luciferase, MG132-induced, luminescence 8 h; active compounds read low;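 active means more than half of replicate wells show activity change below -50%, luminescence cut by over half; inconclusive means some wells, but at most half, below -50%; inactive means no replicate well below -50%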;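 further: luciferase reports HSF-1 transcriptional activity via heat shock element; 0% = median of DMSO wells and -100% = zero luminescence signal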
HSF-1 act: HSF-1 activators, primary screen, NIH3T3-HGL cells, MG132 stress, luminescence, single point | NIH3T3-HGL HSF-1 luciferase reporter, 8 h; 100% = twice DMSO control signal | actives 1.7% (n = 300,000) | activation, % at 9 µM;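 active means mean replicate activation of at least 50% with a set share of replicates each reaching 50%; inconclusive means only one of those two conditions met; inactive means mean below 50% and too few replicates reaching it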;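 further: 0% = median of the neutral control wells and 100% = twice that signal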
HSP90 refold inh: HSP90 inhibitors, primary screen, cell lysate, luminescence | Heat shock protein HSP 90 (rabbit reticulocyte lysate; luciferase refolding) | Rabbit reticulocyte lysate, luciferase refolding luminescence, 3 h | inhibition, % at 5.6 µM | actives 0.91% (n = 290,000) | AID 1789, 2009;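 active means inhibition above the screen-wide mean plus 3 SD, computed separately per campaign, cut at about 16% in these data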;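 further: 0% = DMSO wells and 100% = 60 µM geldanamycin wells; inhibitors lower the luminescence because luciferase stays unfolded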
Platelet DG rel: inhibitors of platelet dense granule secretion, primary screen, cell-based, MLPCN, human platelets; human platelet-rich plasma, SFLLRN dense granule ATP release, luminescence; inhibition, %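 (compounds screened at 7.5 µM in platelet-rich plasma)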; actives 0.22% (n = 300,000); AID 1663, 2009;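 active means mean replicate score, as percent of positive control, at or above 50; inconclusive means mean below 50 but at least one replicate at or above 50; inactive means mean and every replicate below 50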
KLF5 inhibitor: KLF5 expression inhibitors, primary screen, DLD-1 cells, luminescence | inhibition, % at 5 µM | actives 0.23% (n = 290,000) | AID 1700, 2009 | DLD-1 KLF5 promoter-luciferase reporter;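 active means inhibition above a per-plate limit of that plate's mean compound inhibition plus 3 SD, cut at about 60% in these data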;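 further: 0% = DMSO wells and 100% = LY294002 at 200 µM; higher means less KLF5 promoter-driven luciferase light; inactives centre near -14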
IEC-6 tox: cytotoxicity in IEC-6 intestinal epithelial cells, primary screen, cytotoxicity control for KLF5 inhibitor project, cell-based, luminescence; AID 1825, 2009; IEC-6 cytotoxicity, luminescence viability; actives 0.78% (n = 290,000); inhibition, % at 5 µM; in the data active means inhibition above about 22%;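 further: 0% = plate median of test compound wells and 100% = cytotoxic reference compound wells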
AI-2 QS mod: Vibrio harveyi AI-2 quorum sensing modulators, primary screen, JMH597 strain, luminescence/OD600 ratio. Vibrio harveyi JMH597 AI-2 luminescence/OD600 ratio, 9 h; active compounds read low; strain lacks LuxN and CqsS sensors; 0 = neutral-control median. activity change, % at 7.5 µM. actives 0.4% (n = 300,000). AID 2094, 2009; in the data active means activity change below about -75%, passing the limit was not always enough; inconclusive means no clear call, values can overlap the other calls;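 further: luminescence divided by OD600 gain over 9 h not by final OD600 alone; inactives centre near 13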
HIF act: HIF pathway transcriptional activators, primary screen, cell-based, U2OS HRE-luciferase, luminescence | U2OS HRE-luciferase reporter; normalized: DMSO 0%, desferrioxamine 100% | activation, % at 7.5 µM (by protocol) | actives 0.32% (n = 300,000) | AID 1910, 2009;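 active means mean activation of at least 10% of the iron chelator positive control signal, with at least half of replicates also reaching 10%; inconclusive means mean and replicate majority disagree about reaching 10%; inactive means mean and most replicates under 10%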
Starred values were filed as active, the others as inactive; ? = inconclusive; / = not tested or not shown.

SMILES	aSyn UTR inh	HDAC3 inhib	HSF1 inhib	HSF-1 act	HSP90 refold inh	Platelet DG rel	KLF5 inhibitor	IEC-6 tox	AI-2 QS mod	HIF act
O=C(NCc1cccnc1)C(=O)NCC(c1ccco1)N1CCN(c2ccccc2F)CC1 (centres undefined)	15	-2	-3	26	0	-6	-6	5	-2	-0.2
CCOc1ccc(NC(=O)c2ccccc2OCC(=O)c2ccc(C)cc2)cc1	29	-9	-5	11	1	4	-5	-1	17	-0.3
COc1ccc(S(=O)(=O)Nc2ccc3c(c2)OCO3)cc1	25	6	0	1	0	0	-6	-1	25	4.1
C(#Cc1ccccc1)C[N+]1(CC#Cc2cccc3ccccc23)CCCC1	3	7	-1	3	4	0	-10	7	38	-0.2
Cc1cc(NCC(C)C)n2ncnc2n1	-3	1	-5	3	1	1	-9	-3	-9	0.0
O=C(CSc1ccc(-c2cccnc2)nn1)c1ccc([N+](=O)[O-])cc1	6	0	7	18	5	0	-1	-2	55	0.0
O=C(/C=C/c1cccs1)Nc1ccc(N2CCOCC2)c(S(=O)(=O)Nc2cc(Cl)ccc2Cl)c1	-27	6	4	-2	-3	-3	2	-6	23	-0.3
CC1Cc2ccccc2N1c1ncnc2nc[nH]c12 (centres undefined)	-32	-64	-18	-7	2	24	-33	-8	19	2.0
CCn1c(SCc2nc3sc(C(=O)O)c(C)c3c(=O)[nH]2)nc2ccccc21	9	0	-1	-14	0	31	-38	-18	25	-0.2
COCC1CCCN(C(=O)c2ccc3oc(Cc4ccc(Cl)cc4)nc3c2)C1 (centres undefined)	-11	3	-2	-25	-3	5	4	-4	15	0.9
CCOc1ncccc1C(=O)Nc1ccc2c(c1)OCO2	-37	-4	-1	-2	0	2	9	-2	15	0.9
CCOC(=O)c1c(C)[nH]c(C)c1C(=O)CSc1nc2ccccc2n1CCOC	2	-2	-2	-2	4	-14	-26	10	15	-45
COc1ccc(Br)cc1CN1CCN(Cc2c[nH]c3ccccc23)CC1	-18	2	10	55*	-1	37	-36	7	13	-0.8
COC(=O)/C=C1\N/C(=N\c2nc(C)cc(C)n2)N(c2ccccc2)C1=O	-2	6	10	0	7	7	-12	0	3	-0.3
Cc1csc(NC(=O)Cc2ccc(Br)cc2)n1	-52	-3	0	0	0	-2	-46	1	13	0.3
O=C(C1CCN(c2nnc(-n3cccc3)s2)CC1)N1CCOCC1	-12	4	3	15	-2	-10	-17	5	12	0.2
O=C(Cc1ccsc1-c1ccccc1)NO	-32	?	-1	-1	1	-8	-18	-1	4	2.0
Cc1ccc(S(=O)(=O)NCCC(=O)NCc2ccccn2)cc1	-8	/	-26	-44	/	-15	/	/	2	-0.1
Cc1ccc(S(=O)(=O)N2CCOC2CNC(=O)C(=O)NCCCN2CCOCC2)cc1 (centres undefined)	5	-6	2	9	-2	-8	-10	0	-3	-0.1
NNC(=O)c1cccc(COc2ccc(Br)cc2)c1	0	-2	-35	-41	60*	-3	-45	6	-1	-0.6

Results in KLF5 inhibitor and IEC-6 tox, for 2 of the compounds above:
SMILES,KLF5 inhibitor,IEC-6 tox
O=C(/C=C/c1cccs1)Nc1ccc(N2CCOCC2)c(S(=O)(=O)Nc2cc(Cl)ccc2Cl)c1,2,-6
CC1Cc2ccccc2N1c1ncnc2nc[nH]c12 (centres undefined),-33,-8

Next entries:
SMILES	aSyn UTR inh	HDAC3 inhib	HSF1 inhib	HSF-1 act	HSP90 refold inh	Platelet DG rel	KLF5 inhibitor	IEC-6 tox	AI-2 QS mod	HIF act
COc1ccc(NC(=O)C2CCN(C(=O)c3ccc(OC)cc3)CC2)cc1	23	-2	2	-21	-4	-1	-22	-1	26	0.8
CC(C)CC(NC(=O)OC(C)(C)C)C(=O)NC(C(=O)NC(C)C(N)=O)C(C)C (centres undefined)	14	4	-7	-2	3	-2	-26	2	8	-0.1
Cc1ccc(S(=O)(=O)NCC(c2cccnc2)N2CCN(Cc3ccccc3)CC2)cc1 (centres undefined)	12	-4	-5	-17	0	4	-1	1	6	-0.6
CCN(CC(=O)Nc1cccc(OC)c1)C(=O)c1ccc(C)s1	-5	1	-4	6	0	-7	-8	-1	0	-0.2
Cc1ccc(/C=N/NC(=O)C(C)Oc2ccccc2[N+](=O)[O-])s1 (centres undefined)	-40	7	-4	-16	3	-3	10	0	17	2.9
CC(=O)c1ccc(Sc2ccc(C(C)=O)cc2)cc1	-64	6	6	2	-1	12	-66	-9	26	1.3
COc1cc(C2C(C#N)=C(N)N(Nc3ccccc3)C3=C2C(=O)CC(C)(C)C3)ccc1OCc1ccccc1 (centres undefined)	52	1	14	27	2	14	-14	0	5	-0.4
CCc1ccc2[nH]c(=O)c(CN(Cc3ccccc3OC)C(=O)Nc3ccccc3OC)cc2c1	-72	1	21	31	2	1	-3	-3	25	0.0
C[C@]12CC[C@@H]3c4ccc(O)cc4CC[C@H]3[C@@H]1CC[C@@H]2OC(=O)CCC1CCCC1	4	3	0	7	/	-3	/	/	10	0.2
CCOc1[nH]n(-c2ccc(Cl)cc2)c(=O)c1C=Nc1ccc(OC)cc1	-26	-3	4	25	0	4	-12	-2	21	0.2
O=C(Nc1nc(-c2ccc(F)cc2)cs1)c1ccc(N2C(=O)CCC2=O)cc1	-13	-4	2	17	0	5	15	2	2	1.3
COCCN(Cc1cc2ccc(C)cc2n2nnnc12)Cc1nnnn1C(C)(C)C	17	-3	2	17	0	4	-46	-4	18	0.1
CN(C(=S)Oc1ccc(C(=O)Nc2ccccc2)cc1)c1ccccc1	5	2	-3	-13	0	-13	-13	-3	-6	-0.6
C/C(=N/NC(=O)c1ccccn1)c1c[nH]c2ccccc12	-58	-1	4	26	16	5	-81	4	2	1.5
COc1ccc2sc(N(CCCN(C)C)C(=O)c3ccc(C(=O)c4ccccc4)cc3)nc2c1	-16	9	-4	-14	/	-28	/	/	-2	0.5
Cc1ccc(C(=O)NC2CCN(S(=O)(=O)c3ccccc3F)CC2)cc1	16	-7	-12	-3	-4	0	-24	-6	7	-1.1
CN(CC(=O)Nc1ccccc1Cl)C(=O)COC(=O)c1cc(S(=O)(=O)N(C)C)ccc1N1CCCC1	6	2	14	2	/	0	/	/	3	-0.2
Cc1nn(Cc2cccc(C(=O)Nc3ccn(Cc4ccccc4)n3)c2)c(C)c1[N+](=O)[O-]	19	0	3	27	3	-3	-9	-1	-5	-0.4
CCN(CC)c1ccc(/C=N\NC(=O)c2cccc3cc[nH]c23)cc1	15	4	-21	-32	-3	3	-10	9	36	1.6
CCn1c(SCC(=O)NCc2ccccc2)nc2c(c1=O)SC(C)C2 (centres undefined)	9	5	-6	5	-2	-17	-14	3	1	0.0
COc1ccc(OCc2nnc(SCC(=O)O)n2N)cc1	6	1	-4	-21	1	0	-6	-14	10	-0.5
O=C(Nc1cccc(-c2nc3ncccc3o2)c1)c1cc2ccccc2o1	-19	9	17	3	2	-1	-32	-1	12	0.4
O=C(NCc1cccnc1)c1ccc(=O)oc1	10	4	-3	0	-6	4	-7	1	14	1.0
CCCNC(=S)N1CCC(c2nc3cc(C)c(C)cc3[nH]2)CC1	8	-13	/	/	-1	-1	1	8	11	-0.1
CCOCCCNC(=O)c1ccc(CS(=O)(=O)Cc2cccc(C)c2)o1	18	-1	-5	-10	2	-6	-21	5	-1	0.0
CCC(=O)NC(=S)Nc1cccc(NC(=O)CC)c1	-22	3	-8	5	3	-3	-13	-1	14	0.4
Cc1[nH]c2ccccc2c1/C=C(\C#N)C(=O)NCc1ccccc1	14	-5	3	26	1	0	-3	3	-3	/
COc1ccc(C[C@H]2c3cc(O)c(OC)cc3CC[N+]2(C)[O-])cc1O (some centres undefined)	1	-2	5	4	/	-1	/	/	5	0.2
N=c1c(C(=O)NC2CCCC2)cc2c(=O)n3ccccc3nc2n1CCN1CCOCC1	-14	-25	-6	-4	3	1	-23	12	6	-0.4
O=C(O)C1C2C=CC(O2)C1C(=O)NCCC1=CCCCC1 (centres undefined)	-5	-1	-2	-13	2	-5	-4	2	12	-0.3
O=C(O)c1csc(-c2cccs2)n1	21	-6	-1	-8	1	0	-51	-6	31	-0.1
CSc1nc2ccc(S(N)(=O)=O)cc2s1	6	3	-8	-10	10	-15	-38	6	-3	-0.1
O=C(NCc1ccc(Cl)cc1)c1ccc(-n2cccn2)nc1	-6	-2	-3	-8	0	0	-1	2	13	-0.5
Cn1c(=O)c2c(nc(SCCN3CCCCC3)n2Cc2ccccc2)n(C)c1=O	-4	3	-4	-7	0	0	-4	2	30	0.0
CC1CCCC(NC(=O)COC(=O)/C=C/c2ccc(S(=O)(=O)N3CCOCC3)cc2)C1C (centres undefined)	-17	-4	-10	3	8	-3	-13	0	-6	-0.3
Cc1ccc(N=C2CCCN2Cc2ccccc2)c(C#N)c1	-18	-2	-4	-15	1	1	-3	1	30	0.7

An excerpt from above in order of SMILES length, smallest number first:
SMILES	aSyn UTR inh	HDAC3 inhib	HSF1 inhib	HSF-1 act	HSP90 refold inh	Platelet DG rel	KLF5 inhibitor	IEC-6 tox	AI-2 QS mod	HIF act
O=C(NCc1ccc(Cl)cc1)c1ccc(-n2cccn2)nc1	-6	-2	-3	-8	0	0	-1	2	13	-0.5
Cc1[nH]c2ccccc2c1/C=C(\C#N)C(=O)NCc1ccccc1	14	-5	3	26	1	0	-3	3	-3	/
CCOCCCNC(=O)c1ccc(CS(=O)(=O)Cc2cccc(C)c2)o1	18	-1	-5	-10	2	-6	-21	5	-1	0.0
N=c1c(C(=O)NC2CCCC2)cc2c(=O)n3ccccc3nc2n1CCN1CCOCC1	-14	-25	-6	-4	3	1	-23	12	6	-0.4
CC1CCCC(NC(=O)COC(=O)/C=C/c2ccc(S(=O)(=O)N3CCOCC3)cc2)C1C (centres undefined)	-17	-4	-10	3	8	-3	-13	0	-6	-0.3

No enrichment for hits. About 5% of those tested had a hit in this group.
